S-ASM inh – Inhibitors of Secretory Acid Sphingomyelinase (S-ASM): qHTS. Sphingomyelin phosphodiesterase (Homo sapiens), P17405. placental ASM, HMU-PC fluorogenic substrate, 60 min. Potency, µM (doses to about 57.5 µM), without a hit: at the highest dose activity change, negative = inhibition, actives largely listed as inhibitors. hit rate 0.006% among 340,000; also: potency is read from the fitted curve at half-maximal effect
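Fluorogenic HMU-PC substrate (9 uM final) is turned over by placental ASM in 60 min at 37 C after a 10 min compound preincubation. Reaction ended by alkaline stop (pH 10), with fluorescence read at 386/447 nm.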
AT treatment – qHTS Assay for Identifying a Potential Treatment of Ataxia-Telangiectasia. hit rate 0.19% among 320,000. AID 485349, 2010. […] A-T fibroblasts, KAP-1 phosphorylation AlphaLISA; neocarzinostatin DNA damage 30 min before lysis. Potency, µM (doses to about 57.5 µM), inactives show at the top dose activation, hits mostly activators; also: potency is read from the fitted curve at half-maximal effect; % of control where 0% means no effect; nearly all actives have a fitted effect of over 45% in size
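hTERT-immortalized A-T patient fibroblasts ([…]), 500 cells/well in OPTI-MEM, 1% FBS, got compounds for 60 min, then NCS for 30 min at 37C. Lysates were then assayed for phospho-KAP-1 by AlphaLISA (anti-pKAP1 donor, anti-KAP1 acceptor beads), 6 hr at 25C.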
TSG101-PTAP inh – qHTS Assay for Iinhibitors of HIV-1 Budding by Blocking the Interaction of PTAP/TSG101. Potency, µM (top dose mostly 115 µM), inactives show at the highest dose activity change, negative = inhibition, hits mostly inhibitors. Tumor susceptibility gene 101 protein (Homo sapiens), Q99816. 340,000 tested, under 10 active. Fluorescence polarization, FITC-PTAP peptide / Tsg101 binding; active = well fitted inhibition curve with a large enough effect in the main read-out, with a control signal flat, not every such curve was filed as active; inconclusive = small, poorly fitted or top-dose-only effect, or effect the other way, or a change in a side signal; inactive = no such curve, though single readings can be large or run the other way; also: potency is read from the fitted curve at half-maximal effect; % of control where 0% means no effect
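Tsg101 binding domain (10 uM final) was mixed with compound and a FITC-labeled PTAP peptide (50 nM final) in HEPES pH 7.5 buffer with NaCl, Tween 20, EDTA and TCEP; fluorescence polarization was read after 20 min at r.t.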
TSHR antagonist – Antagonists of the Thyroid Stimulating Hormone Receptor: HTS campaign. Thyrotropin receptor (Homo sapiens), P16473. hit rate 0.2% among 330,000. activity change, negative = inhibition, % at 11.5 µM. TSHR-expressing cells, TSH-stimulated cAMP HTRF, 2 h; stronger effect = lower value;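 active = activity change below a set negative limit, meaning inhibition stronger than a set level, cut at about -70% in these data; inconclusive = activity change between two set negative limits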; also: % is scaled to controls: 0 for no effect and ±100 for the full control effect
Target sequence (P16473 whole entry, looked up): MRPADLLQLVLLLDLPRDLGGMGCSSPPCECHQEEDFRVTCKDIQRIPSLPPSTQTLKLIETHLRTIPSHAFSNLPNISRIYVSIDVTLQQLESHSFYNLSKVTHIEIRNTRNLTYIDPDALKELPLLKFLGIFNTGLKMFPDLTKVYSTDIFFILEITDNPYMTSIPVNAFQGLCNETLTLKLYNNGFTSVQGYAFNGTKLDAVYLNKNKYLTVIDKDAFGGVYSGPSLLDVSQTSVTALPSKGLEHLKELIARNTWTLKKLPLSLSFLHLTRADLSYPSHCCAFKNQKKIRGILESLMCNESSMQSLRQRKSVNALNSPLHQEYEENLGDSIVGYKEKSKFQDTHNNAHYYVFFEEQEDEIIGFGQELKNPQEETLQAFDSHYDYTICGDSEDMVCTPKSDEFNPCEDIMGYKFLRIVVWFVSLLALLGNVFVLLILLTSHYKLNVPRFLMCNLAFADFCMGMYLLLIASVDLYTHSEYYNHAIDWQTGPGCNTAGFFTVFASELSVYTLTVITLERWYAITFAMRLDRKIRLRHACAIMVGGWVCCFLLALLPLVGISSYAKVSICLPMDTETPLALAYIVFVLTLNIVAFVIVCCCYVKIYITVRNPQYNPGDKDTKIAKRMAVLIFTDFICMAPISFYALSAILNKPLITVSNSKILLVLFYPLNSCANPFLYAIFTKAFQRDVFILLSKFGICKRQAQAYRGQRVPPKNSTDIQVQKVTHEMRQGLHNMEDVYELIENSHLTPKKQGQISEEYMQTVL
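Inhibition of cAMP made by TSHR-expressing cells under TSH stimulation (4nM final, EC80; 2 h, 37 deg C) is quantified with a one-step lysis HTRF kit, anti-cAMP cryptate versus cAMP-d2.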
Menin-MLL TR inh – qHTS Assay for Inhibitors Targeting the Menin-MLL Interaction in MLL Related Leukemias: Competition With Texas Red Labeled MLL-derived Mutant Peptide; O00255; hit rate 0.23% among 270,000; Menin + Texas Red MLL mutant peptide, fluorescence polarization; Potency, µM (top dose mostly 61.6 µM), for the others: at the highest dose FP activity change, negative = inhibition, actives largely listed as inhibitors; active = well fitted inhibition curve with a large enough effect in the polarisation, with a control signal flat, not every such curve was filed as active; inconclusive = small, poorly fitted or top-dose-only effect, or effect the other way, or a change in a side signal; inactive = no such curve, though single readings can be large or run the other way; the % refers to the polarisation; also: potency is read from the fitted curve at half-maximal effect; % of control where 0% means no effect; many of its hits are not listed in these tables
Integrin act MD – qHTS for Activators of Integrin-Mediated Alleviation for Muscular Dystrophy | alpha7betagal myoblasts, beta-gal FDG fluorescence, 48 h | Potency, µM (series often up to 38.3 µM), for the others: at the highest dose activation, hits mostly activators | hit rate 0.064% among 350,000 | AID 624291, 2012;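 also: potency is read from the fitted curve at half-maximal effect; 100% = response of the positive control SU9516; nearly all actives have a fitted effect of over 60% in size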
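alpha7betagal+/- myoblasts (passage 13, 250/well) treated 48 h at 37C with compounds at 1:260 dilution of DMSO stock. Lysed, then beta-galactosidase activity read as FDG fluorescence (ex 480/em 540) after 30 min, with pre-read for autofluorescence.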
TCR activator – Activators of T cell receptors: qHTS campaign; primary human leukocytes, anti-CD3, IL-2 HTRF, 48 h; Potency, µM (top dose mostly 9.22 µM), for inactives: top-dose activation of IL-2 secretion, actives largely listed as activators; 330,000 tested, under 10 active; also: % of control where 0% means no effect
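1) Mix primary human leukocytes, a-CD3 beads and compound. 2) Incubate 48 hr. 3) Add HTRF IL-2 reagents (a-IL-2-K, a-IL-2-d2).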
MBNL1 CUG block – qHTS Assay for Inhibitors of MBNL1-poly(CUG) RNA binding. Muscleblind-like protein 1 (Homo sapiens), Q9NR56. TR-FRET MBNL1-His/biotin-(CUG)12 binding, 665/545 ratio. Potency, µM (series often up to 57.5 µM), inactives show at the top dose activity change, negative = inhibition, actives largely listed as inhibitors. hit rate 0.036% among 280,000. AID 2675, 2010; active = well fitted inhibition curve with a large enough effect in the signal ratio, with a control signal flat, not every such curve was filed as active; inconclusive = small, poorly fitted or top-dose-only effect, or effect the other way, or a change in a side signal; inactive = no such curve, though single readings can be large or run the other way; the % refers to the signal ratio; also: potency is read from the fitted curve at half-maximal effect; % is scaled to controls: 0 for no effect and ±100 for the full control effect
Target sequence (Q9NR56 whole entry, looked up): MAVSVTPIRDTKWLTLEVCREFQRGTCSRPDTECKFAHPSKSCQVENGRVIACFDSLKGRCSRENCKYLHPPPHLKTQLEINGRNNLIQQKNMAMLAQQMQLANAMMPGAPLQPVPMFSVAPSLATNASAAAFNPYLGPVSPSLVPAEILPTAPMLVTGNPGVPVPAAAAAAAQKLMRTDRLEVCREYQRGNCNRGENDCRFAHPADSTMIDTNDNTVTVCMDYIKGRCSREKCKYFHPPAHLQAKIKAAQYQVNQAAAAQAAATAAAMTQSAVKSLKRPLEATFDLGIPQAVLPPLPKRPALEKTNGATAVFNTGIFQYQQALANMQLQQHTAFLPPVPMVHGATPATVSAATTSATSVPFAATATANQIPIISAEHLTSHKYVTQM
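MBNL1-His + Biotin-(CUG)12, cpd titration 92 nM–58 uM; Tb anti-His Ab 0.055 ng/ul, SA-XL665 5 nM (final); 60 min RT; ratiometric 665/545 nm, Ex 340 nm; normalized to buffer and full-complex controls.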
Mito fusion yeast – qHTS Assay for Small Molecule Inhibitors of Mitochondrial Division or Activators of Mitochondrial Fusion | S. cerevisiae fusion-defective mutant growth rescue, CellTiterGlo 48 h | Potency, µM (highest dose often 46.1 µM), for inactives: at the top dose growth rescue (activation), hits mostly activators | hit rate 0.23% among 320,000;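 also: potency is read from the fitted curve at half-maximal effect; % of control where 0% means no effect; nearly all actives have a fitted effect of over 45% in size; temperature-sensitive fusion mutants such as fzo1-1 at 37 °C on non-fermentable ethanol glycerol medium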
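Temperature-sensitive fusion-defective S. cerevisiae (e.g. fzo1-1, mgm1-5) were grown with compound in YPEG medium (3% ethanol, 3% glycerol) for 48 hours at 37C. Growth rescue was measured as viability by CellTiterGlo luminescence after 10 minutes at ambient.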
MLL CXXC-DNA inh – qHTS Fluorescence Polarization Assay for Inhibitors of MLL CXXC domain - DNA interaction; MLL-CXXC / FITC-HOXA9 DNA fluorescence polarization; Potency, µM (top dose mostly 115 µM), without a hit: at the highest dose activity change, negative = inhibition, most hits filed as inhibitors; hit rate 0.037% among 290,000; AID 2662, 2010; active = well fitted inhibition curve with a large enough effect in the polarisation, with a control signal flat, not every such curve was filed as active; inconclusive = small, poorly fitted or top-dose-only effect, or effect the other way, or a change in a side signal; inactive = no such curve, though single readings can be large or run the other way; the % refers to the polarisation; also: potency is read from the fitted curve at half-maximal effect
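Steps: dispense CXXC domain solution (7 uM) → pin compounds or unlabeled HOX-A9 DNA control → 5 min ambient → add FLSN-HOX-A9 solution (50 nM) → spin → 30 min ambient → fluorescence polarization. Tris pH 7.5/NaCl/DTT/BSA buffer.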
The depositor's hits bear a star; ? = inconclusive; . = not tested or not shown; [ ] = dose if it differs, or a comment. Unless noted, calls follow the shape of the dose curve; as a rule, active = well fitted curve in the direction sought with a large enough effect; inconclusive = small, poorly fitted or top-dose-only effect, or another doubt; inactive = no such curve, though single readings can be large; an effect the other way counts as inactive or inconclusive. These rows are one share of the data, so the mix of outcomes need not match the whole.

SMILES | S-ASM inh | AT treatment | TSG101-PTAP inh | TSHR antagonist | Menin-MLL TR inh | Integrin act MD | TCR activator | MBNL1 CUG block | Mito fusion yeast | MLL CXXC-DNA inh
CCN1CCCc2cc(CN(CCN3CCOCC3)C(=S)Nc3cccc(C)c3)ccc21 | 1% | -5% | 0% | -5 | -7% | -17% | -2% | 8% | 5% | 0%
Cc1cc(O)ccc1NS(=O)(=O)c1ccc2c3c(cccc13)C(=O)N2 | -2% | -2% | 1% | -1 | 28% | 3% | -5% | ? | 4% | 13%
COc1ccccc1C(=O)NCC(=O)OC(C)C(=O)NC(=O)NC1CCCCC1 (stereo not drawn) | 3% | -4% | -1% | 0 | -13% | 6% | -2% | -4% | 0% | -1%
CC(=O)Nc1cccc(-c2cnc3ccccc3n2)c1 | -1% | 1% | -1% | -7 | 1% | 12% | -2% | ? | -2% | 0%
C[C@H](CO)N1C[C@H](C)[C@@H](CN(C)S(=O)(=O)c2ccc(F)cc2)Oc2c(NC(=O)c3ccncc3)cccc2C1=O | 6% | . | -5% | . | . | 15% | -3% | . | . | .
Cc1ccc(C(CNS(=O)(=O)c2cc(F)ccc2F)N2CCN(C)CC2)cc1 (stereo not drawn) | 6% | -3% | -1% | 8 | . | 24% | -2% | . | -1% | .
CCN1C(=O)[C@H]2[C@@H](c3ccc(-c4cccc(Cl)c4)c(OC)c3)N[C@@](CC(C)C)(C(=O)OC)[C@H]2C1=O | -2% | 18% | -1% | 7 | . | -23% | -1% | . | 15% | .
O=C(CN1CCN(Cc2ccccc2F)C1=O)NC1CCCC1 | 5% | 6% | -5% | 6 | 21% | -11% | 7% | -9% | 9% | -5%
Cc1nc2ccc(N=NC3=C(O)CCCC3=O)cc2s1 | -2% | -3% | -2% | -16 | 3% | -37% | 4% | ? | -4% | -9%
Cc1ccc2cc(CNC(C)(C)C)c(=O)[nH]c2c1 | -2% | 5% | -8% | 1 | ? | 10% | -3% | 5% | -3% | 8%
C=CCOc1ccc(C(=O)N(Cc2ccc(N(C)C)cc2)C2CCS(=O)(=O)C2)cc1 (stereo not drawn) | -1% | -13% | 0% | -2 | -2% | 1% | -1% | -6% | 5% | -11%
CCN(c1ccc(NC(=O)COC(=O)c2cc3ccccc3oc2=O)cc1)C(C)C | 1% | 3% | -1% | -10 | 0% | -15% | 0% | . | -3% | -7%
O=C(CSc1nc2ccccc2c(=O)[nH]1)N1CCCCCC1 | 1% | 6% | -10% | 3 | -9% | 25% | 1% | -6% | -2% | 13%
CC(=O)c1ccc(Oc2nc(-c3cccnc3)nc3ccccc23)cc1 | 1% | 7% | 4% | -10 | 1% | 13% | -4% | 10% | -14% | -2%
COc1ccc(OC)c(C(c2nnnn2Cc2ccccc2)N2CCC(C(N)=O)CC2)c1 (stereo not drawn) | 2% | -3% | -2% | 11 | -4% | -9% | -1% | -11% | 0% | 4%
Clc1ccccc1OCCCCN1CCCC1 | -2% | 0% | -1% | 1 | 3% | -35% | 10% | 1% | -4% | 9%
CSCCC(NC(=O)c1ccco1)C(=O)NCCc1ccc(Cl)cc1 (stereo not drawn) | 5% | 25% | -3% | -11 | . | 43% | 2% | . | . | .
CCc1nnc(NC(=O)CSc2n[nH]c(-c3ccccc3O)n2)s1 | -7% | -4% | 1% | -1 | 15% | 5% | -9% | -6% | -1% | 10%
Cc1cccc(C2c3[nH]c4ccccc4c3CCN2C(=O)c2noc3c2CCCC3)n1 (stereo not drawn) | -10% | -5% | 1% | 3 | 21% | 0% | 3% | -2% | 25% | 4%
Cc1cc(C)nc(N2CCCC(C(=O)NCCc3ccccc3F)C2)n1 (stereo not drawn) | -1% | 5% | -4% | -12 | 0% | -22%[7.66 µM] | . | 36%[activator] | 2% | 1%
CN(C)/C=C1/N=C(c2ccccc2)OC1=O | -1% | 2% | -2% | -8 | -5% | 16% | 2% | ? | 1% | -3%
O=C(Nc1nnc(S(=O)(=O)N2CCCC2)s1)c1ccccc1Br | 0% | -3% | -2% | -11 | 24% | 10% | 8% | -1% | -2% | -18%
CCOc1ncccc1C(=O)N1CCN(c2cccc(C)c2C)CC1 | -7% | -3% | -2% | 11 | -13% | -37%[inhibitor] | 6% | . | -2% | -5%
CC(=O)c1cccc(NC(=O)c2cc(-c3ccncc3)nc3ccccc23)c1 | -1% | 7% | -9% | -8 | . | 9% | -2% | . | -2% | .
CCn1c(CNc2ccc(C(=O)O)cc2)nc2ccccc21 | 1% | . | -7% | . | -3% | 11% | -2% | -4% | 3% | -7%
CN(C)S(=O)(=O)c1ccc(/C(O)=C2/C(=O)C(=O)N(CCN3CCCCC3)C2c2cccnc2)cc1 (stereo not drawn) | -1% | . | 0% | . | . | 1% | -1% | . | . | .
N#CCCN(Cc1cccnc1)C(=S)NC(=O)c1ccc(S(=O)(=O)N2CCCC2)cc1 | 3% | -13% | -1% | 17 | 8% | -14% | 9% | -2% | -13% | -5%
Cc1cccc(NC(=O)Cn2c(=O)n(Cc3ccco3)c(=N)c3c4c(sc32)COC(C)(C)C4)c1 | -1% | 5% | -6% | -11 | -2% | 0% | -4% | -11% | 1% | 10%
COC(=O)c1ccc(S(=O)(=O)NNC(=O)c2ccc(S(=O)(=O)N3CCCCC3)cc2)cc1 | 5% | 8% | 6% | -8 | 0% | 15% | -5%[46.1 µM] | -3% | -3% | -3%
CC1=CC=CC2=NC(=O)CC(C)(C(=O)N(CC(=O)NC3CCCC3)c3ccc(F)cc3)N12 (stereo not drawn) | 44%[activator] | 1% | -1% | -4 | . | 22% | 2% | 3% | -1% | -18%
CCOC(=O)C1CCCN(S(=O)(=O)c2c(C)[nH]c(C)c2C(=O)N2CCCC2)C1 (stereo not drawn) | 2% | -10% | -1% | 22 | -14% | 16% | 5% | -3% | 50% | -8%
CCC(=O)Nc1ccc(Cl)c(NC(=O)C(C)C)c1 | -2% | 2% | -3% | 2 | 52%[activator] | 8% | -3% | -1% | 3% | -2%
Cc1ccc(NC(=O)CCSc2nnc3ccccn23)cc1 | 73%[activator] | -7% | -1% | -3 | -12% | -4% | 9% | 8% | 2% | -2%
COc1ccc(CN(C(=O)c2cc(=O)c3cc(C)cc(C)c3o2)C2CCS(=O)(=O)C2)cc1 (stereo not drawn) | -3% | 0% | -1% | 3 | . | -3% | 2% | . | -1% | -3%
CCCNC(=S)NCCN1CCCCC1 | 4% | . | -3% | -6 | -6% | -13% | 5%[46.1 µM] | -2% | -5% | 18%
Cc1ccc(NC(=O)Cc2ccc3c(c2)OCCO3)cc1S(=O)(=O)N1CCCCC1 | -3% | 12% | -10% | -17 | . | -24% | 1% | 0% | 7% | 2%
O=C(c1cnn2c(C(F)F)cc(-c3ccccc3)nc12)N1CCN2CCCC2C1 (stereo not drawn) | 11% | 5% | -3% | 2 | -8% | -26% | 0% | 18% | 9% | -7%
COCCCNC(=O)c1cc2c(s1)CS(=O)(=O)C2 | -1% | . | 2% | 3 | 1% | -8% | -17% | -4% | -1% | -21%
O=C(NC(=S)NNS(=O)(=O)c1ccccc1)c1ccc([N+](=O)[O-])cc1 | 0% | 0% | -7% | 1 | 8% | -23% | 0%[46.1 µM] | . | 0% | 5%
Cc1ccc(OCCOCCNC(C)C)c(Br)c1 | -1% | 8% | -4% | 4 | -7% | -60%[inhibitor] | -12% | -6% | -4% | 0%
O=C(CN1CCc2ccccc2C1)Nc1cccc(S(=O)(=O)N2CCOCC2)c1 | 3% | -6% | -2% | -4 | . | 8% | -20% | . | 1% | .
S=C(NCc1ccc(Cl)cc1)N1CCN(c2ccccn2)CC1 | -4% | -4% | -1% | -1 | ? | 13% | 4% | 1% | -6% | 0%
O=C(CCc1ccccc1)N/N=C/c1cc(Br)ccc1O | 145%[activator] | . | 2% | -4 | ? | -15% | 8%[46.1 µM] | 7% | 10% | 57%[activator]

Bioassay records deposited in PubChem by National Center for Advancing Translational Sciences (NCATS).
